Source: PubChem
TcdB GH inh: TcdB glycohydrolase inhibitors, primary screen, biochemical, single point, plate reader; TcdB glycohydrolase enzymatic assay; inhibition, % at 9.99 µM; actives 0.24% (n = 350,000); in the data active = inhibition above about 10%
Active calls of the source: *; & = joins results of further samples. These rows are one share of the data; rates above refer to the full screens.

| molecule | TcdB GH inh |
| --- | --- |
| C[C@H](CO)N1C[C@H](C)[C@@H](CN(C)Cc2ccc(C(=O)O)cc2)Oc2ccc(NC(=O)Nc3ccc(F)cc3)cc2CC1=O | 0.1 |
| C[C@H](CO)N1C[C@H](C)[C@H](CN(C)C(=O)Nc2ccc3c(c2)OCO3)Oc2ccc(NS(=O)(=O)c3ccc(Cl)cc3)cc2C1=O | -0.9 |
| CO[C@H]1CN(C)C(=O)c2ccc(NC(=O)C3CCCC3)cc2OC[C@H](C)N(C)C[C@@H]1C | 0.8 |
| COc1ccc(NC(=O)Nc2ccc3c(c2)[C@H]2C[C@@H](CC(=O)NCC(F)(F)F)O[C@@H](CO)[C@H]2O3)cc1 | 0.9 |
| OC[C@H]1[C@@H](c2ccccc2)C2(CN(Cc3ccccn3)C2)N1Cc1cncnc1 | 0.2 |
| O=C1C=CCCN1C(=O)/C=C/c1ccc(F)cc1 | 0.9 |
| CO[C@H]1CN(C)C(=O)c2ccc(NC(=O)c3ccccc3F)cc2OC[C@@H](C)N(CC2CC2)C[C@H]1C | -1.2 |
| C[C@H](CO)N1C[C@H](C)[C@H](CN(C)Cc2ccc(Cl)c(Cl)c2)Oc2ccc(NS(C)(=O)=O)cc2CC1=O | -0.5 |
| CC(C)NC(=O)Nc1cccc2c1O[C@H](CN(C)C(=O)Nc1ccc(F)cc1)[C@@H](C)CN([C@H](C)CO)C2=O | 1.2 |
| O=C(C1CCCC1)N1CCCCN2[C@H](C1)[C@H](c1ccc(-c3cccc(F)c3)cc1)[C@@H]2CO | 0.0 |
| C[C@@H]1CN([C@H](C)CO)C(=O)c2cc(C#CC(C)(C)O)cnc2O[C@@H]1CN(C)C(=O)C1CCC1 | 1.2 |
| C[C@@H]1CN([C@H](C)CO)C(=O)c2cc(NC(=O)Nc3ccccc3)ccc2O[C@@H]1CN(C)Cc1ccc2c(c1)OCO2 | 0.9 |
| CC(C)NC(=O)N(C)C[C@H]1Oc2ncc(C#CCC3CCCC3)cc2C(=O)N([C@@H](C)CO)C[C@H]1C | -0.1 |
| COc1ccc(NC(=O)N2C[C@@H](O)COC[C@H]3O[C@@H](CC(=O)N4CCCCC4)CC[C@@H]32)cc1 | 0.8 |
| CNC[C@H]1OCCCC[C@H](C)Oc2ccc(NS(=O)(=O)c3ccc(OC)cc3)cc2C(=O)N([C@@H](C)CO)C[C@H]1C | 0.5 |

Look-ups from the results shown.
In TcdB GH inh, COc1ccc(NC(=O)Nc2ccc3c(c2)[C@H]2C[C@@H](CC(=O)NCC(F)(F)F)O[C@@H](CO)[C@H]2O3)cc1 shows 0.9
In TcdB GH inh, OC[C@H]1[C@@H](c2ccccc2)C2(CN(Cc3ccccn3)C2)N1Cc1cncnc1 shows 0.2

Arranged by formula weight (smallest number first): 3 of the compounds above
| molecule | TcdB GH inh |
| --- | --- |
| OC[C@H]1[C@@H](c2ccccc2)C2(CN(Cc3ccccn3)C2)N1Cc1cncnc1 | 0.2 |
| O=C(C1CCCC1)N1CCCCN2[C@H](C1)[C@H](c1ccc(-c3cccc(F)c3)cc1)[C@@H]2CO | 0.0 |
| CC(C)NC(=O)N(C)C[C@H]1Oc2ncc(C#CCC3CCCC3)cc2C(=O)N([C@@H](C)CO)C[C@H]1C | -0.1 |

Continuation.
| molecule | TcdB GH inh |
| --- | --- |
| C[C@@H]1CN([C@H](C)CO)C(=O)Cc2cc(NS(=O)(=O)c3ccccc3)ccc2O[C@@H]1CN(C)C(=O)Nc1ccccc1 | 0.4 |
| O=C(CN1CCOCC1)N[C@@H]1CC[C@@H](CCNS(=O)(=O)c2ccccc2F)O[C@H]1CO | -0.1 |
| COc1ccc(C#Cc2ccc([C@@H]3[C@H](CO)N4CCCCN(S(=O)(=O)c5cn(C)cn5)C[C@@H]34)cc2)cc1 | 0.2 |
| COCC(=O)Nc1ccc2c(c1)C(=O)N(C)[C@@H]1CC[C@@H](CC(=O)Nc3ccccc3)O[C@H]1CO2 | -1.0 |
| C[C@@H]1CCCCO[C@@H](CN(C)CC2CC2)[C@@H](C)CN([C@H](C)CO)C(=O)c2cc(NC(=O)Nc3ccc(F)cc3)ccc2O1 | 0.7 |
| CC(C)NC(=O)Nc1cccc2c1O[C@@H](CN(C)C(=O)Nc1ccc(F)cc1)[C@H](C)CN([C@H](C)CO)C2=O | -1.4 |
| O=C(NC1CCC1)[C@H]1[C@H](CO)[C@H]2Cn3c(ccc(-c4ccccc4F)c3=O)[C@H]2N1Cc1ccccn1 | -0.1 |
| C[C@H]1CN([C@@H](C)CO)S(=O)(=O)c2ccc(-c3ccc(C#N)cc3)cc2O[C@H]1CN(C)CC1CC1 | 0.6 |
| C[C@H]1CN([C@@H](C)CO)C(=O)Cc2cc(NC(=O)Nc3ccc(C(F)(F)F)cc3)ccc2O[C@H]1CN(C)Cc1ccc(C(=O)Nc2ccccc2N)cc1 | -3.9 |
| C[C@H](CO)N1C[C@H](C)[C@H](CN(C)C)OCCCC[C@H](C)Oc2ccc(NC(=O)c3ccncc3)cc2C1=O | 0.5 |
| O=C(CN1CCOCC1)NCC[C@@H]1CC[C@@H](NC(=O)c2ccc3c(c2)OCO3)[C@H](CO)O1 | -0.1 |
| C[C@@H]1CN([C@@H](C)CO)C(=O)c2ccccc2-c2ccccc2CO[C@H]1CN(C)C(=O)Nc1ccc(F)cc1 | -4.6 |
| COc1ccccc1-c1ccc([C@@H]2[C@@H](CO)N(C(C)=O)C23CN(C(C)=O)C3)cc1 | 1.9 |
| O=C(Cc1ccncc1)NCC[C@@H]1CC[C@@H](NS(=O)(=O)c2ccccc2Cl)[C@H](CO)O1 | 0.5 |
| C[C@@H]1CN([C@H](C)CO)C(=O)c2cc(/C=C/c3ccccc3)cnc2O[C@H]1CN(C)C(=O)c1cnccn1 | 0.3 |
| C[C@@H]1CN([C@H](C)CO)C(=O)c2cc(NC(=O)Cc3ccccc3)ccc2O[C@H]1CN(C)S(C)(=O)=O | -0.2 |
| CO[C@@H]1CN(C)C(=O)c2cc(NC(=O)C3CC3)ccc2OC[C@@H](C)N(C(C)=O)C[C@@H]1C | -0.2 |
| C[C@@H]1CCCCO[C@@H](CN(C)C(=O)C2CCCCC2)[C@@H](C)CN([C@@H](C)CO)C(=O)c2cc(NC(=O)c3ccncc3)ccc2O1 | 1.4 |
| CCCNC(=O)N(C)C[C@H]1Oc2ncc(C#CC3(O)CCCC3)cc2C(=O)N([C@H](C)CO)C[C@@H]1C | 2.1 |
| COc1ccccc1-c1ccc2c(c1)O[C@H](CN(C)S(=O)(=O)c1ccc(F)cc1)[C@H](C)CN([C@@H](C)CO)S2(=O)=O | -0.4 |
| COCC#Cc1ccc2c(c1)O[C@@H](CN(C)C(=O)C1CC1)[C@H](C)CN([C@@H](C)CO)S2(=O)=O | 0.2 |
| COCC(=O)N(C[C@H]1N[C@H](CO)[C@@H]1c1ccc(-c2cccnc2)cc1)C(C)C | 0.0 |
| Cc1noc(C)c1NC(=O)Nc1ccc2c(c1)C(=O)N([C@@H](C)CO)C[C@@H](C)[C@H](CN(C)C(=O)NC(C)C)OCCCC[C@H](C)O2 | -1.1 |
| O=C1NC(Cc2cccc(Cl)c2)COCc2cnnn2CCC1c1ccccc1 (stereo unspecified) | 0.0 |
| CN(C)CC#Cc1ccc([C@@H]2[C@H](CO)N3CCCCN(C(=O)Nc4cc(F)ccc4F)C[C@@H]23)cc1 | 0.5 |
| Cc1noc(C)c1NC(=O)Nc1cccc2c1O[C@@H](CN(C)S(=O)(=O)c1ccc(F)cc1)[C@@H](C)CN([C@H](C)CO)C2=O | 1.9 |
| N#Cc1cccc(-c2ccc([C@H]3[C@@H](CO)N4CCCCN(C(=O)Cc5ccncc5)C[C@H]34)cc2)c1 | 0.8 |
| C[C@@H]1CN([C@@H](C)CO)C(=O)c2cccc(NC(=O)Nc3ccc(C(F)(F)F)cc3)c2O[C@H]1CN(C)C | 0.7 |
| C[C@H](CO)N1C[C@H](C)[C@H](CN(C)C)Oc2ccc(NC(=O)NC3CCCCC3)cc2CC1=O | 0.0 |
| O=C(Nc1ccc2c(c1)[C@H]1C[C@@H](CC(=O)N3CCc4ccccc4C3)O[C@@H](CO)[C@H]1O2)NC1CCCC1 | -1.0 |
| CCS(=O)(=O)Nc1ccc2c(c1)C(=O)N(C)[C@@H]1CC[C@@H](CC(=O)NCCCN3CCOCC3)O[C@@H]1CO2 | 0.5 |
| COc1ccccc1NC(=O)N1CC(=O)N2[C@@H](CO)[C@@H](c3ccc(C#CC4CC4)cc3)[C@@H]2C1 | -0.1 |
| CCc1cnc(N2[C@@H](C#N)[C@H](c3ccc(C4=CCCC4)cc3)[C@@H]2CO)s1 | 0.3 |
| C[C@H]1CN([C@@H](C)CO)C(=O)Cc2cc(NC(=O)Cn3cnnn3)ccc2O[C@H]1CN(C)S(=O)(=O)c1ccccc1 | 1.8 |
| C[C@@H]1CN([C@H](C)CO)C(=O)c2cccc(NC(=O)Nc3ccc(C(F)(F)F)cc3)c2O[C@@H]1CN(C)Cc1ccccc1 | -1.6 |
| COc1ccc(S(=O)(=O)N(C)C[C@@H]2OCc3ccccc3-c3c(n(C)c4ccccc34)C(=O)N([C@@H](C)CO)C[C@@H]2C)cc1 | 0.5 |
| C[C@@H]1CN([C@@H](C)CO)C(=O)c2cccc(NC(=O)Nc3ccc(C(F)(F)F)cc3)c2O[C@@H]1CN(C)S(C)(=O)=O | 1.1 |
| Cc1noc(C)c1NC(=O)Nc1cccc2c1O[C@H](CN(C)Cc1ccncc1)[C@@H](C)CN([C@H](C)CO)C2=O | -4.9 |
| CC(C)NC(=O)N(C)C[C@H]1OCCCC[C@@H](C)Oc2ccc(NS(=O)(=O)c3ccc(Cl)cc3)cc2C(=O)N([C@@H](C)CO)C[C@@H]1C | 1.3 |
| C[C@H](CO)N1C[C@H](C)[C@@H](CN(C)C(=O)Nc2ccc3c(c2)OCO3)OCCCC[C@H](C)Oc2ccc(NS(C)(=O)=O)cc2C1=O | -2.0 |
| CCCN1C[C@@H](C)[C@@H](OC)CN(C)C(=O)c2cc(NC(=O)c3ccno3)ccc2OC[C@H]1C | -0.5 |
| C[C@H](CO)N1C[C@H](C)[C@H](CN(C)S(C)(=O)=O)Oc2ccc(NS(=O)(=O)c3cccs3)cc2CC1=O | -0.6 |
| C[C@H](CO)N1C[C@H](C)[C@H](CN(C)Cc2ccc(C(F)(F)F)cc2)Oc2ccc(NC(=O)CCC(F)(F)F)cc2CC1=O | -0.2 |
| O=C(NC[C@@H]1N[C@@H](CO)[C@H]1c1ccc(-c2ccccc2F)cc1)c1ccccc1 | -0.3 |
| CO[C@H]1CN(C)C(=O)c2ccc(NC(C)=O)cc2OC[C@H](C)N(Cc2ccccc2F)C[C@H]1C | -1.3 |
| C[C@@H]1CN([C@H](C)CO)C(=O)c2cc(NC(=O)NC3CCCCC3)ccc2O[C@@H](C)CCCCO[C@H]1CN(C)S(=O)(=O)c1ccc(Cl)cc1 | 1.0 |
| O=S(=O)(c1ccccc1F)N1[C@@H]2CNC[C@H]1C2c1ccc(/C=C/c2ccccc2)cc1 (stereo partly specified) | 0.1&-1.2 |
| CCC(=O)Nc1ccc2c(c1)OC[C@H](C)N(C(=O)c1ccc(F)cc1)C[C@H](C)[C@@H](OC)CN(C)C2=O | 0.4 |
| O=C(NCC[C@H]1CC[C@@H](NS(=O)(=O)Cc2ccccc2)[C@H](CO)O1)C1CCCCC1 | -0.7 |
| CO[C@@H]1CN(C)C(=O)c2ccc(NC(=O)C3CCCC3)cc2OC[C@H](C)N(C(=O)CC2CC2)C[C@H]1C | -0.7 |
| CC(=O)N1[C@@H]2c3ccc(C4=CCCC4)c(=O)n3C[C@H]1[C@H](CO)[C@H]2C(=O)NC1CCC1 | -0.2 |
| C[C@@H]1CCCCO[C@@H](CN(C)Cc2ccc(Cl)c(Cl)c2)[C@H](C)CN([C@H](C)CO)C(=O)c2cc(NC(=O)c3ccccc3)ccc2O1 | 0.7 |
| COc1ccc(CN(C)C[C@@H]2OCCCC[C@H](C)Oc3ccc(NS(=O)(=O)c4ccccc4)cc3C(=O)N([C@H](C)CO)C[C@H]2C)cc1 | -0.1 |
| C[C@H](CO)N1C[C@H](C)[C@H](CN(C)C(=O)Nc2ccc(F)cc2)Oc2c(NC(=O)C3CCCCC3)cccc2C1=O | 1.8 |
| Cc1ccccc1NC(=O)Nc1ccc2c(c1)C(=O)N(C)[C@@H]1CC[C@H](CC(=O)NCC3CC3)O[C@H]1CO2 | 4.3 |
| C[C@@H]1CN([C@H](C)CO)C(=O)c2cccc(NS(=O)(=O)c3ccc(Cl)cc3)c2O[C@@H]1CN(C)CC1CCCCC1 | 0.9 |
| CCCNC(=O)N1C[C@@H](O)COC[C@H]2O[C@H](CC(=O)NCc3ccc(Cl)c(Cl)c3)CC[C@@H]21 | 0.4 |
| CNC[C@@H]1Oc2ncc(-c3cccc(C(F)(F)F)c3)cc2C(=O)N([C@H](C)CO)C[C@@H]1C | 1.1 |
| C[C@H](CO)N1C[C@H](C)[C@@H](CN(C)C(=O)c2cccc(F)c2)Oc2ncc(C3=CCCCC3)cc2C1=O | 1.4 |
| C[C@@H]1CCCCO[C@H](CN(C)Cc2ccccc2)[C@H](C)CN([C@H](C)CO)C(=O)c2cc(NS(=O)(=O)c3ccccc3)ccc2O1 | 0.5 |

Quoted at random: two compounds from above, in no set order.
| molecule | TcdB GH inh |
| --- | --- |
| O=C(NCC[C@H]1CC[C@@H](NS(=O)(=O)Cc2ccccc2)[C@H](CO)O1)C1CCCCC1 | -0.7 |
| CO[C@@H]1CN(C)C(=O)c2ccc(NC(=O)C3CCCC3)cc2OC[C@H](C)N(C(=O)CC2CC2)C[C@H]1C | -0.7 |

Following part.
| molecule | TcdB GH inh |
| --- | --- |
| COc1ccccc1-c1ccc([C@@H]2[C@@H](CO)N(C(=O)C3CC3)C23CN(C(C)=O)C3)cc1 | -1.4 |
| C[C@H]1CN([C@@H](C)CO)C(=O)c2cc(/C=C/c3ccccc3)cnc2O[C@@H]1CN(C)S(=O)(=O)c1cn(C)cn1 | 1.1 |
| Cc1noc(C)c1S(=O)(=O)N(C)C[C@@H]1OCCCC[C@@H](C)Oc2ccc(NC(=O)NC3CCCCC3)cc2C(=O)N([C@@H](C)CO)C[C@@H]1C | 0.0 |
| COc1ccccc1NC(=O)N[C@@H]1CC[C@@H](CCNC(=O)Cc2ccccn2)O[C@H]1CO | 0.8 |
| C[C@@H]1CN([C@@H](C)CO)C(=O)c2cc(-c3ccccc3F)cnc2O[C@H]1CN(C)Cc1ccccc1F | 0.2 |
| C[C@@H]1CN([C@H](C)CO)C(=O)c2cc(NC(=O)Nc3ccccc3)ccc2O[C@@H](C)CCCCO[C@@H]1CN(C)C(=O)C1CCCCC1 | -0.3 |
